OXTR potentiator = human OXTR potentiators, primary screen, fluorescence, CHO-OTR cells, Fluo-8 calcium; Oxytocin receptor (Homo sapiens), P30559; Fluo-8 calcium fluorescence, potentiator mode; 0% = oxytocin EC15, 100% = EC100; activation, % at 3 µM; actives 0.061% (n = 320,000);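 active means activation above that plate's cutoff, the mean activation of tested compounds plus 3 SD, cut at about 6.6% in these data, passing the limit was not always enough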;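 further: 100% uses oxytocin at 75 nM as the full agonist control; some results filed as inactive read as strong as hits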
Target sequence (P30559 whole entry, looked up): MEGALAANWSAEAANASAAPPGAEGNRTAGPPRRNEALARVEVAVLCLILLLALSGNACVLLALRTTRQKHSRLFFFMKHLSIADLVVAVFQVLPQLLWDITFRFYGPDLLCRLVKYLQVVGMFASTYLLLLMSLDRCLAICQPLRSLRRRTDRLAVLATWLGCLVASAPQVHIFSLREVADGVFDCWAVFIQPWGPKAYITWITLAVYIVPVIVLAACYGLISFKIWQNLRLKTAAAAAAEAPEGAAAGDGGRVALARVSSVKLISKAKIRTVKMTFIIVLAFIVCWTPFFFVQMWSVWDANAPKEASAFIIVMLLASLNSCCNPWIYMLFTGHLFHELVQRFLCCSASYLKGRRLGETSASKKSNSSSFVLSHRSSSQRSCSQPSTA
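Material: CHO-OTR cells, human receptor; compound dosing: single dose, 3.0 µM nominal final compound concentration; schedule: 6 min compound pre-incubation at room temperature, 100 s kinetic read; measured by: kinetic Fluo-8 calcium fluorescence; read-out basis: % activation vs EC15 and EC100 oxytocin; controls: EC15 oxytocin alone as 0%, 75 nM oxytocin as 100%; replicates: singlicate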
MEKK2 WT-MEK5 = modulators of MEK5 binding to wildtype MEKK2, primary screen, biochemical, multiplex bead flow cytometry, Alexa488-MEK5; Mitogen-activated protein kinase kinase kinase 2 (Homo sapiens), Q9Y2U5; actives 1.1% (n = 290,000); Alexa488-MEK5 binding to MEKK2 WT; actives lie on both sides; binding response (% of control), % at 10 µM; in the data active means binding response below about 67% or above about 130%
MEKK2mut PB1 HTS = MEK5 binding signal on mutant MEKK2 PB1, primary screen, biochemical, multiplex bead flow cytometry, Alexa488-MEK5. Alexa488-MEK5 binding to MEKK2 mutant. percent response, % at 10 µM. actives 0.35% (n = 290,000); in the data active means percent response above about 24%, passing the limit was not always enough; further: inactives centre near 1; some results filed as inactive read as strong as hits
GalR3 antag = GalR3 antagonists in HEK293 cells, primary screen, cell-based, fluorescence readout. inhibition, % at 3 µM. HEK293 GalR3-CNG cAMP membrane potential fluorescence; galR3 body fused to GalR1 C-terminus. Galanin receptor type 3 (Homo sapiens), O60755. actives 0.44% (n = 360,000);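 active means inhibition above the screen-wide average plus 3 SD, cut at about 13% in these data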;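 further: forskolin and galanin both at EC90 stimulate the cells; cAMP rise reported by CNG channel membrane potential dye signal; 0% = forskolin plus galanin with DMSO and 100% = forskolin alone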
NALP1 yeast inh = NALP1 inflammasome inhibitors in reconstituted yeast, colorimetric, S. cerevisiae, triplicate retest; S. cerevisiae NALP1/ASC/caspase-1 growth, X-gal OD620, 72 h; inhibition, % at 10 µM; actives 0.61% (n = 280,000); AID 2071, 2009; in the data active means inhibition mostly above about 24%, no sharp cut-off; inactive means mostly below about 32%; further: some compounds called inactive have numbers as strong as hits
PfM18AAP inh = PfM18AAP inhibitors, malaria aminopeptidase, primary screen, biochemical, QFRET, recombinant enzyme; M18 aspartyl aminopeptidase (Plasmodium falciparum 3D7); H-Glu-NHMec fluorogenic cleavage; inhibition, % at 7.35 µM; actives 1.2% (n = 290,000); AID 1822, 2009;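 active means inhibition above the campaign mean inhibition over all tested compounds plus 3 SD, cut at about 28% in these data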;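 further: 0% = plate median of test compound wells and 100% = 2 mM ZnCl2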
GPR7 antag = GPR7 receptor antagonists, primary screen, cell-based, fluorescence, single concentration | Neuropeptides B/W receptor type 1 (Homo sapiens), P48145 | GPR7-expressing cells, fluorescence antagonist assay | inhibition, % at 4.4 µM | actives 1.1% (n = 290,000) | AID 1861, 2009; in the data active means inhibition above about 16%, passing the limit was not always enough;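 further: cells stimulated with the agonist NPW; 0% = agonist with vehicle and 100% = vehicle without agonist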
OXTR agonist = human OXTR agonists, primary screen, fluorescence, CHO-OTR cells, Fluo-8 calcium | Oxytocin receptor (Homo sapiens), P30559 | activation, % at 3 µM | actives 0.32% (n = 320,000) | Fluo-8 calcium fluorescence; normalized: DMSO 0%, oxytocin 100%;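 active means activation above the mean of all tested compounds plus 3 SD, cutoff set per screening run, cut at about 20% in these data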;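 further: peak over basal fluorescence ratio from a 100 s FLIPR kinetic read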
V1R ag counter = agonists of human V1a receptor, primary screen, counter-screen for OXTR agonist project, fluorescence, CHO-V1R cells; Vasopressin V1a receptor (Homo sapiens), P37288; Fluo-8 calcium fluorescence, agonist mode; 0% DMSO, 100% 3 nM vasopressin; actives 0.25% (n = 320,000); activation, % at 3 µM;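 active means activation above the mean activation of all tested compounds plus 3 SD, per screening run, cut at about 20% in these data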;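 further: signal is peak over basal fluorescence ratio across a 100 second FLIPR read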
Target sequence (P37288 whole entry, looked up): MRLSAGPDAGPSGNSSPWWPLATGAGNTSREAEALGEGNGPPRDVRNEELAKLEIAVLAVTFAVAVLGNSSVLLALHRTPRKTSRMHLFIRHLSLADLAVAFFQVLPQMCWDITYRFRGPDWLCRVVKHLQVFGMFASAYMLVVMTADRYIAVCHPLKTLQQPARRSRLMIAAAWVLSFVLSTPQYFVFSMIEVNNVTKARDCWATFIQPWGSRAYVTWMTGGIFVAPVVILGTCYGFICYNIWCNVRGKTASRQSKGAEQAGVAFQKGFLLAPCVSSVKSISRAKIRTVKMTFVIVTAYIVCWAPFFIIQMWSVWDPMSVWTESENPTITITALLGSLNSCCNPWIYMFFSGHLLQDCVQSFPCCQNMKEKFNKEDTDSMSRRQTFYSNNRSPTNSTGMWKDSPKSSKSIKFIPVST
Starred values were filed as active, the others as inactive; · = no result given. A portion of the library (hit frequency here may not be typical).

Molecule	OXTR potentiator	MEKK2 WT-MEK5	MEKK2mut PB1 HTS	GalR3 antag	NALP1 yeast inh	PfM18AAP inh	GPR7 antag	OXTR agonist	V1R ag counter
COC(=O)C1=C(c2ccc(OC)c(OC)c2)C[C@@H]2CC[C@H]1N2C(=O)N1CCC(C)CC1	-1.4	·	·	-5.0	·	·	·	-1.8	-0.2
NP(=O)(OCC(F)(F)F)Oc1cccc2ccccc12 (stereo not given)	-2.5	98.0	-1.0	-3.5	31.0	7.1	-1.9	-0.7	0.6
O=c1c2ccccc2nc(-c2ccccc2)n1-c1ccc(O)cc1	-2.4	101.0	2.0	-8.5	4.8	3.6	-4.3	0.3	0.6
CCOC(=O)c1cncn1[C@@H](C)c1ccccc1	-4.0	·	·	-3.6	·	·	·	0.0	1.0
CN1C[C@@H]2C[C@@H](c3cccn3-c3ccccn3)N3CCC[C@@]23C1=O	-15.6	100.0	-1.0	-3.5	-7.2	-8.4	-2.8	-0.5	0.6
COc1cccc(NC2=NCCCS2)c1	-2.3	107.0	6.0	-10.4	-35.6	-4.0	-4.3	1.8	0.1
O=C(Nc1cccc(C(F)(F)F)c1)c1cccn(Cc2ccc3c(c2)OC(F)(F)O3)c1=O	0.8	115.0	6.0	-3.6	5.4	5.4	-3.9	1.8	1.1
O=C1N=c2ccccc2=C/C1=C\c1c(O)[nH]c(=S)[nH]c1=O	-13.4	100.0	5.0	-2.7	26.9	9.0	-6.8	0.3	2.1
COC(=O)C1=C(c2ccc(OC)c(OC)c2)C[C@@H]2CC[C@H]1N2C(=O)NCCCOC(C)C	1.3	·	·	0.9	·	·	·	0.8	-0.6
O=c1cccc2n1CC1CC2CN(c2nc(N3CCCCC3)nc(N3CCCCC3)n2)C1 (stereo not given)	-12.4	77.0	-9.0	9.0	-0.3	-7.1	5.9	-2.3	-0.7
C=CCn1c(O)c(C(C)=NCc2cc(OC)cc(OC)c2)c(=O)[nH]c1=O	1.5	107.0	5.0	-3.1	4.0	4.1	-5.5	-1.9	1.4
CC(C)C12CN3CC(C(C)C)(CN(C1)C3c1cccnc1)C2=O (stereo not given)	2.6	105.0	5.0	-0.3	10.9	1.4	9.5	-0.3	-0.1
C=Cn1ccnc1P(=S)(c1nccn1C=C)c1nccn1C=C	-17.1	97.0	-1.0	0.6	-24.6	-4.0	2.0	0.0	1.7
COc1ccccc1-n1c(O)c(C=NCc2ccc3c(c2)OCO3)c(=O)[nH]c1=O	-7.7	112.0	5.0	-2.8	25.6	-7.9	-9.5	1.1	1.1
CCOc1cc(C=O)ccc1O	-3.9	·	·	-4.1	·	·	·	1.0	1.2
Nc1ccccc1C(=O)c1ccccc1	4.3	112.0	7.0	-3.4	7.3	3.2	-10.6	-0.8	-0.8
COc1ccc(C(=O)C2CCCN(CCO)C2)c(C)c1 (stereo not given)	-11.2	104.0	1.0	-7.5	-7.4	1.3	-6.7	-0.6	-0.4
CCCCn1c(O)c(C(=O)/C=C/c2c[nH]c3ccccc23)c(=O)[nH]c1=O	-11.6	99.0	-6.0	1.1	·	9.9	-1.5	5.2	3.7
O=c1[nH]c(O)c(C=NCCc2ccccc2)c(=O)[nH]1	-6.0	98.0	-3.0	3.5	0.6	-2.3	-8.0	-0.1	-0.2
CN(C)C1C(=O)C(C(N)=O)=C(O)C2(O)C(=O)C3=C(O)c4c(O)cccc4C(C)(O)C3C(O)C12 (stereo not given)	-10.4	109.0	6.0	·	4.9	55.6*	-14.2	0.7	1.5
CCCOP(=O)(O)c1c([N+](=O)[O-])cc(C(F)(F)F)cc1[N+](=O)[O-] (tested in a mixture with another compound)	-7.0	101.0	2.0	-2.0	5.2	-0.4	-2.4	-0.3	1.0
NNC(=O)c1nc[nH]c1C(=O)Nc1ccc(Cl)cc1C(=O)c1ccccc1	·	101.0	2.0	3.3	-6.8	1.7	-14.7	·	·
CCOc1ccc2nc(N3CCC(C(=O)N4CCC5(CC4)OCCO5)CC3)sc2c1	-22.6	103.0	1.0	-4.3	-3.7	-16.7	-1.7	2.1	2.9
Clc1ccccc1CN1CCN(c2ccccc2Cl)CC1	1.9	114.0	4.0	-6.8	3.0	17.1	17.5	-0.6	-0.8
COC(=O)C1=C(c2cccc(C#N)c2)C[C@@H]2CC[C@H]1N2C(=O)NC1CCCCC1	-2.4	·	·	-5.2	·	·	·	-1.7	-0.7
COc1cc2c(cc1OC)C13CCN4CC5=CCOC6CC(=O)N2C1C6C5CC43 (stereo not given) (tested in a mixture with another compound)	-1.1	101.0	5.0	-6.7	5.9	3.6	-7.9	1.4	-1.2
O=C1NC(=S)NC(=O)C1C1CCCCC1	-17.6	103.0	2.0	-3.0	·	12.9	-9.2	0.3	1.0
COC(=O)C1=C(c2ccc(F)cc2OCc2ccccc2)C[C@@H]2CC[C@H]1N2C(=O)NC1CC1	-5.9	·	·	-0.8	·	·	·	-1.2	-0.3
CCOP(=O)(OCC)C(NC(=O)c1cccc([N+](=O)[O-])c1)C(Cl)(Cl)Cl (stereo not given)	-1.2	94.0	-16.0	-3.3	·	-8.8	-8.1	-1.5	-0.8
COP(=O)(/C=C(\Cl)c1ccccc1)/C=C(\Cl)c1ccccc1	-13.3	106.0	4.0	-11.6	8.9	-0.2	-7.4	-1.7	-1.1
O=C(Cc1ccccc1)OCC(=O)c1ccc(F)cc1	-3.2	·	·	-4.4	·	·	·	0.4	-0.8
CN1C(=O)C2C[C@@]3(Br)c4ccccc4N(OOSc4ccccc4)[C@H]3N2C(=O)[C@@H]1Cc1ccccc1 (stereo not given in full)	-12.2	92.0	3.0	0.9	·	·	·	3.5	2.4
O=C(OC1CC2CCC(N2)C1C(=O)O)c1ccccc1 (stereo not given)	-4.1	·	·	-2.4	·	·	·	0.0	0.7
COc1cc([C@H]2OC[C@H]3[C@@H]2CO[C@@H]3c2cc(OC)c(O[C@@H]3O[C@H](CO)[C@@H](O)[C@H](O)[C@H]3O)c(OC)c2)cc(OC)c1O[C@H]1O[C@@H](CO)[C@H](O)[C@@H](O)[C@@H]1O	0.0	·	·	-2.4	·	·	·	0.2	-0.1
CCOC(=O)c1c(N)n(CCCOC(=O)c2ccco2)c2nc3ccccc3nc12	-5.4	99.0	-5.0	1.0	2.6	-4.4	-6.2	-1.3	-0.3
CNC(=O)Oc1ccc(C(=O)N2c3ccccc3NC(=O)C2C)cc1 (stereo not given)	-14.5	109.0	4.0	-10.5	3.3	-1.7	-10.1	0.2	0.7
N#CC(C#N)=NNc1ccc(-n2ccc(C(F)(F)F)n2)cc1	-20.7	91.0	-6.0	73.8*	·	6.6	25.6*	24.4*	14.1
COc1ccc(CN2CCN(Cc3ccccc3F)CC2)cc1	-2.9	102.0	3.0	-13.9	-5.6	6.6	-6.3	0.8	-1.4
Cc1cccc(CSc2nc3c(cc2C#N)CN(C)CC3)c1	-6.3	116.0	11.0	-1.1	37.0	1.9	-1.3	0.0	-1.0
CC(=O)N1CCN(CC(=O)Nc2ccc(C#N)c(Cl)c2)CC1	-16.4	82.0	-19.0	-5.4	24.9	-7.4	-5.9	1.7	2.0

The closing 2 records of the part above open the next one:
Molecule	OXTR potentiator	MEKK2 WT-MEK5	MEKK2mut PB1 HTS	GalR3 antag	NALP1 yeast inh	PfM18AAP inh	GPR7 antag	OXTR agonist	V1R ag counter
Cc1cccc(CSc2nc3c(cc2C#N)CN(C)CC3)c1	-6.3	116.0	11.0	-1.1	37.0	1.9	-1.3	0.0	-1.0
CC(=O)N1CCN(CC(=O)Nc2ccc(C#N)c(Cl)c2)CC1	-16.4	82.0	-19.0	-5.4	24.9	-7.4	-5.9	1.7	2.0
O=c1[nH]c(=S)[nH]c(O)c1N=Nc1ccc(S(=O)(=O)N2CCOCC2)cc1	-3.2	91.0	-5.0	1.3	13.3	11.7	1.0	-0.3	0.2
c1ccc([C@@H]2CO2)cc1	2.8	109.0	5.0	·	·	·	·	0.2	0.7
Brc1cccc(CNCCc2ccc3c(c2)OCO3)c1	-11.1	107.0	0.0	-11.0	30.6	-5.3	7.4	5.4	3.5
CC(=O)OC1(c2ccccc2)CC(C(C)(C)C)CN(C(C)(C)C)C1 (stereo not given)	-1.9	105.0	5.0	2.6	25.1	0.4	-2.8	-1.2	-0.2
C[C@@H]1CC2C3CC=C4C[C@@H](O)CC[C@]4(C)C3CC[C@]2(C)[C@H]1O (stereo not given in full)	0.9	·	·	-4.8	·	·	·	0.4	3.6
CCCOc1ccc(N2C(=O)CC(N3CC=C(c4ccccc4)CC3)C2=O)cc1 (stereo not given)	-8.3	106.0	8.0	0.7	9.3	-1.1	-11.7	0.0	0.2
COC(=O)C(C)Oc1cc(C)cc2oc(=O)c3c(c12)CCCC3 (stereo not given)	-4.6	104.0	5.0	-1.6	12.2	-0.8	4.0	-1.6	-1.7
CCC1(c2ccccc2)C(=O)N(C)C(=O)N(C)C1=O	-0.1	103.0	3.0	0.0	16.4	0.7	-8.2	0.2	0.2
CC(C)(C)c1ccc(OC(=O)N2CCCCC2)cc1	-13.6	91.0	-5.0	-5.9	41.0*	-1.8	-11.4	-2.4	0.6
COC(=O)C1=C(c2cccc(OCc3ccccc3)c2)C[C@@H]2CC[C@H]1N2C(=O)NCCc1ccc(F)cc1	-6.0	·	·	-7.3	·	·	·	1.1	1.6

Source: PubChem
